Screens deposited in PubChem BioAssay by several laboratories.
S1P4 agonist: human S1P4 receptor agonism | O95977 | S1P4-expressing cell line, agonist reporter assay | activation, % at 4.98 µM | 0.35% of 220,000 active; in the data active = activation above about 11%;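 note: 0% = DMSO vehicle and 100% = reference agonist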
Target sequence (O95977 whole entry, looked up): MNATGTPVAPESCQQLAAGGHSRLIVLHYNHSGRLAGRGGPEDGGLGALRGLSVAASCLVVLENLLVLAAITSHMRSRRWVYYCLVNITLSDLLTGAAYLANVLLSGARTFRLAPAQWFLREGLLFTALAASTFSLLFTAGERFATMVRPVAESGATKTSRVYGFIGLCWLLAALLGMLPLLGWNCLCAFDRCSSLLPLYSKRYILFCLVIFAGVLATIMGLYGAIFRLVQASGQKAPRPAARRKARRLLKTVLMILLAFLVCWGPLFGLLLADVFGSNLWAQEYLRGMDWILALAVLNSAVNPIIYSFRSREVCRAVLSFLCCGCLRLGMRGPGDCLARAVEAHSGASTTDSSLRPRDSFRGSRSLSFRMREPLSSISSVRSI
S1P4 antagonist: blocks the human S1P4 receptor; O95977; S1P4-expressing cells, antagonist mode, reporter read-out; inhibition, % at 4.98 µM; 0.26% of 220,000 active; in the data active = inhibition above about 29%;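 note: 0% = wells stimulated with agonist and 100% = vehicle wells without agonist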
NPY-Y1 antag: blocks the human neuropeptide Y Y1 receptor | inhibition, % at 3.6 µM | 1% of 200,000 active | HEK293-CNG Y1 cells, membrane potential fluorescence; NPY at EC95, then isoproterenol | AID 1040;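 active = inhibition above the campaign mean inhibition of all tested compounds plus 3 SD, cut at about 20% in these data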;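 note: 0% = DMSO wells given NPY plus isoproterenol and 100% = isoproterenol alone without NPY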
Target sequence (P25929 whole entry, looked up): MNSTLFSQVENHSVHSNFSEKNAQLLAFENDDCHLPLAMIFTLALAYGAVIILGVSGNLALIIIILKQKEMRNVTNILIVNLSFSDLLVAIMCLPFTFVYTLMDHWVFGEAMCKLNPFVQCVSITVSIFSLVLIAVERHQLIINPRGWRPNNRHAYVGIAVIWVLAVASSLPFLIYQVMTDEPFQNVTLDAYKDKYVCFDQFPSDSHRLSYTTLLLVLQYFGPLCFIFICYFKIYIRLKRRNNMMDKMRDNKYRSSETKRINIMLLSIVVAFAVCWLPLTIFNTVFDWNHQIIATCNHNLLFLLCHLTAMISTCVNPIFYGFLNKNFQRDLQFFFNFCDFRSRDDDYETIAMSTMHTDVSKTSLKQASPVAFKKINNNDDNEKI
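System: HEK293 cells with Y1 receptor plus CNG channel / Probe or stimulus: NPY 25 nM then isoproterenol 1 µM plus Ro 20-1724 25 µM / Compound: one concentration, 3.6 µM, in 0.4% DMSO / Schedule: compound incubation 1 h at room temperature, readout 45 min post-stimulation / Measured by: membrane potential fluorescence / Read-out: % inhibition of NPY effect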
EP2 mod: modulators of human EP2 prostaglandin E2 receptor | EP2-expressing cells, cAMP HTRF FRET, PGE2 co-stimulation | P43116 | 0.83% of 260,000 active | AID 940 | induction, % at 25 µM;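 active = compounds whose cAMP rise, as percent of the full-agonist control response, exceeds 60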;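 note: rat C6 glioma line stably carrying human EP2 under a CMV promoter; the protocol text gives 20 µM as final concentration; 100% = response of wells given 1 µM PGE2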
p97 ATPase inh: human p97 ATPase inhibition; 0.42% of 220,000 active; P55072; inhibition, % at 8 µM; recombinant p97 ATPase, Kinase-Glo ATP luminescence, 3 h; in the data active = inhibition above about 15%;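 note: 0% = DMSO vehicle and 100% = wells lacking enzyme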
eIF4E-4G inh: eIF4E/eIF4G interaction inhibition in translation initiation; inhibition, % at 21.7 µM; P63073+Q04637; AID 782; 0.37% of 220,000 active; TR-FRET eIF4E-eIF4GI(517-606) binding, 2 h;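 active = inhibition above about 30%, limit read from the data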;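 note: 0% = full FRET control wells and 100% = background wells lacking eIF4GI fragment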
PGE2 EP2 inh: EP2 receptor (human) inhibition | P43116 | C6 glioma cells expressing human EP2, cAMP TR-FRET; cells stimulated with saturating PGE2 | inhibition, % at 25 µM | 0.52% of 260,000 active | AID 1422;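 active = percent inhibition above 40 after rounding to a whole number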;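 note: rat C6 glioma host cells with rolipram phosphodiesterase inhibitor present; the protocol text gives 20 µM as final concentration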
NPY1 pot ag: potentiators or agonists of human neuropeptide Y receptor Y1. 0.37% of 220,000 active. NPY-Y1 expressing cells, potentiator/agonist activation. P25929. AID 1304. activation, % at 3.6 µM; in the data active = activation above about 33%, passing the limit was not always enough;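 note: cells stimulated with NPY at EC10 then isoproterenol at EC100; 0% = low agonist plus stimulus and 100% = saturating agonist plus stimulus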
NPY-Y2 PAM-ag: potentiates or activates human NPY-Y2 receptor; P49146; cells expressing NPY-Y2, potentiator/agonist read-out; activation, % at 3.6 µM; 0.45% of 220,000 active; AID 1359; in the data active = activation above about 27%;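 note: cells stimulated with NPY near EC25 plus isoproterenol at EC100; 0% = vehicle plus submaximal agonist and 100% = vehicle plus saturating agonist; some results beyond the cut were filed as inactive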
Numbers without * were called inactive; nt = not tested or not shown; & = joins results of further samples; [ ] = remark or other dose. These rows are one share of the data, so the mix of outcomes need not match the whole.

The line under a structure holds: S1P4 agonist	S1P4 antagonist	NPY-Y1 antag	EP2 mod	p97 ATPase inh	eIF4E-4G inh	PGE2 EP2 inh	NPY1 pot ag	NPY-Y2 PAM-ag
CC(=O)c1ccc(-c2ccc(C(=O)NC3CCCCCC3)o2)cc1
→ 1.3	-31	-2	-79	1	-1	11	2	4
O=c1cc(O)c2c(=O)[nH]c(=O)n(-c3ccccc3)c2[nH]1
→ 1.3	-1	-4	17	0	2	16	-10	3
C/C(=N\NC(=O)c1c(C)nc2ccccn12)c1ccc(N2CCOCC2)cc1
→ 0.4	0	-2	-3	6	10	14	11	-6
Nc1ccc2oc(-c3cc(Br)ccc3Cl)nc2c1
→ 0.8	6	5	14	2	3	6	10	4
C[C@H]1C[C@@H]2[C@H]([C@@H](O)C[C@@]3(C)[C@H]2CC[C@]3(O)C(=O)CO)[C@@]2(C)C=CC(=O)C=C12
→ -2.6	-7	-2	-4	3	-1	16	13	8
COC(=O)c1sc2nc3c(cc2c1N)C(=O)CC(C)(C)C3
→ -1.3	10	-1	2	-4	-6	10	12	10
CN(c1ccc(C(=O)Nc2ccccc2Sc2ccccc2)cc1)S(C)(=O)=O
→ -1.9	-17	-2	23	-9	-2	9	-3	-16
CCOC(=O)c1coc(CNC(=O)c2c(C)oc3c2CCCC3)c1
→ 0.6	0	8	14	1	4	9	-9	-6
O=C(CSCC(=O)N1CCCCC1)OCC(=O)c1c[nH]c2ccccc12
→ 2.9	-10	-3	-15	10	-8	7	-1	-3
CNC(=O)/C(C#N)=C\c1ccc(CNS(=O)(=O)c2ccc(Cl)cc2)o1
→ -1.8	-4	-2	-5	1	7	13	3	11
COc1ccc(OC)c(NC(=O)C(=O)NCCC2=CCCCC2)c1
→ 0.6	-2	9	1	-1	7	12	-41	-10
O=C(c1ccco1)N1CCN(C(=O)c2cnn3c2NC(c2cccs2)CC3C(F)(F)F)CC1 (configuration not stated)
→ -2.1	-20	-4	22	-6	-7	7	-18	-1
CCN(CC(=O)NC1CCCC1)S(=O)(=O)c1ccc(C)cc1
→ 0.2	-3	-2	1	4	3	4	-10	5
C#CCn1c(=NC(=O)c2ccc(Br)s2)sc2cccc(OC)c21
→ 1.9	2	4	14	7	2	13	-1	-9
CC(NS(=O)(=O)c1ccc(Cl)cc1)C(c1cccs1)N1CCN(C)CC1 (configuration not stated)
→ -3.5	-5	-3	1	0	-4	7	0	-1
O=C(Nc1c(F)cc(F)cc1Br)c1ccco1
→ -0.8	-65	-4	17	3	-1	6	6	6
CCOc1cc(C2NC(=O)NC(C)=C2C(=O)OCc2ccccc2)ccc1O (configuration not stated)
→ -1.4	5	15	9	6	-8	1	-24	3
CCOc1ccc(S(=O)(=O)NN=C2CCN(C(C)=O)CC2)cc1
→ 0.6	0	2	11	-2	-4	2	-18	-14
COCc1cc(C)nc(OCC(=O)N/N=C/c2ccccc2O)c1C#N
→ 0.8	-4	6	32	5	2	4	1	-4
CCCCc1ccc(S(=O)(=O)Nc2ccc(C)c(NS(C)(=O)=O)c2)cc1
→ -0.1	-13	nt	-29	-8	-1	6	18	8
CC(=O)c1ccccc1NCC(=O)Nc1ccc(C)cc1
→ 2.0	-9	-2	-27	-1	-4	5	-6	2
CCOC(=O)N1CCC(NC(=O)Cn2ncc3c2-c2cc(C)ccc2OC3)CC1
→ -1.8	-10	1	16	-5	3	10	2	-6
Cc1ccc(/C=C/C2=NN(C)C(=O)CC2)cc1
→ 1.4	3	0	-18	-3	1	5	3	-5
CC1CCC(NCC(=O)Nc2cccc(S(N)(=O)=O)c2)CC1 (configuration not stated)
→ 1.1	8	7	5	-3	-2	3	-7	-7
COc1cc2c(cc1OC)CN(C(=O)c1ccc(Br)o1)CC2
→ -1.2	3	nt	12	5	-2	5	8	-9
CCC(C(=O)OC)n1cnc2c(nnn2-c2cccc(Cl)c2)c1=O (configuration not stated)
→ -3.6	-5	3	11	3	8	11	22	12
CCCCC(=O)Nc1cc([N+](=O)[O-])ccc1F
→ 2.6	-15	2	-15	-2	4	5	-11	-3
Cc1ccc(C(=O)N/N=C\c2cc(Br)c(Br)o2)cn1
→ 2.0	-13	nt	-20	4	6	16	-18	-2
O=C(Nc1ccc2c(c1)OCO2)c1ccc(N2C(=O)c3ccccc3C2=O)cc1
→ 1.0	-2	8	5	6	-2	10	11	3
COc1ccc(OCc2ccc(C(=O)O)cc2)cc1
→ 0.4	-17	2	-2	5	-1	11	18	7
Cc1ccc(N2C(=O)c3ccccc3C2O)nc1 (configuration not stated)
→ 0.1	-15	-2	17	-40	2	nt	-2	-20
CC1=CC(C)(C)NC(=S)N1c1ccccc1
→ 1.7	0	0	-15	1	-3[fluorescence artefact?]	14	-5	6
Cc1cc2ccc3ccccc3c2cc1CN(C)C
→ -0.4	-12	nt	-19	5	1	10	-22	-18
Cn1nnnc1SCCNCc1cc(Cl)ccc1OCc1ccccc1
→ -0.1	-19	16	20	-5	15	1	-7	-23
CCOC(=O)c1ccc(NC(=S)N2CCN(c3ccc(N4CCOCC4)nn3)CC2)cc1
→ 0.5	-7	0	-20	1	4	3	6	2
CCOc1ccc(/C=C2\SC(=S)NC2=O)cc1OC
→ 0.2	-16	1	-50	6	-5	5	-4	-8
COc1ccc(C)cc1-n1nnnc1SCc1nc2ccccc2c(=O)[nH]1
→ -0.4	-9	0	-8	1	1	5	0	12
CCOc1ccc(N2CC(C(=O)OCC(=O)NCc3ccccc3)CC2=O)cc1 (configuration not stated)
→ 0.7	5	0	7	-2	0	9	3	-3
Cc1ccc2c(c1C)NC(=O)C21N2CCCC2C(C(=O)c2ccc3ccccc3c2)C12C(=O)Nc1ccccc12 (configuration not stated)
→ -1.3	26	nt	-2	4	0	4	26	12
CCOC(=O)C1=NN(c2ccc([N+](=O)[O-])cc2)CC1C(=O)OC (configuration not stated)
→ 3.0	-24	6	-14	3	3	7	-1	-6
CCN(CC)S(=O)(=O)c1cccc(C(=O)Oc2cccc(NC(=O)c3cccs3)c2)c1
→ 1.5	11	5	-21&-34	6	-4[fluorescence artefact?]	10&8	-4	-9
COc1ccc(NC(=O)Nc2ccc3c(c2)CCC3)c(OC)c1
→ -1.0	8	0	-24	5	-2	4	4	11
S=c1nc(-c2ccccc2)[nH]n1-c1ccccc1
→ 1.9	-11	-9	-18	0	-8	nt	-10	5
CC(C)NC(=S)NNC(=O)C12CC3CC(CC(C3)C1)C2
→ -6.0	-6	-2	12	0	-19[fluorescence artefact?]	8	-1	5
CCCOc1ccc(CCN2CCC(=O)NC2=O)cc1C
→ 1.4	-15	0	14	-6	-2	6	5	-15
CCCOc1nc(C)cc(COC)c1C(N)=O
→ -0.2	8	-3	13	0	-10	11	12	19
CC(C)(C)NC(=O)C(c1cccnc1)N(C(=O)c1csnn1)c1ccccc1 (configuration not stated)
→ -0.9	8	-8	8	-3	-5	3	6	-4
Cc1ccc(C(=O)N/N=C(\CC(C)C)c2ccccc2)cc1
→ 1.1	-14	-2	18	1	2	24	-16	-5
COc1cccc(N2CCN(C(=O)C3CCN(S(=O)(=O)c4cccs4)CC3)CC2)c1
→ 0.6	9	-1	-20	2	1	6	13	8
COc1ccc(NC(=S)NCC2CCN(c3ccc(OC)cc3)C2)cc1 (configuration not stated)
→ -1.7	-8	-3	-86	6	12	4	-4	15
Cc1ccc(C)c(C(=O)CC2(O)C(=O)N(C)c3ccccc32)c1 (configuration not stated)
→ -0.6	-6	3	17	2	-2	6	4	2
CN(Cc1ccccc1)C(=O)c1ccccc1NC(=O)c1ccco1
→ 1.9	-22	1	12	2	-6	nt	-28	-16
CCOC(=O)c1ccc(NCn2c(=O)oc3ccccc32)cc1
→ -0.3	1	-3	-21	3	-2[fluorescence artefact?]	21	-2	10
CC1(C(=O)O)CCC(C(=O)Nc2ccccc2O)C1(C)C (configuration not stated)
→ 1.7	-15	1	24	-8	-4	4	-9	-11
N#CC1=C(N)OC2=C(C(=O)CCC2)C1C1C=CCCC1 (configuration not stated)
→ 2.4	8	3	22	4	-6	4	32	9
CC(C)NCCCCOc1ccc(Br)cc1Cl
→ 1.0	5	11	-51	0	0	13	-3	-8
CC(=O)c1c(C(C)=O)c(C)n(Cc2ccc3c(c2)OCO3)c1C
→ -0.1	-11	-2	47	1	-9[fluorescence artefact?]	2	8	6
O=C(CN(C(=O)CCC(=O)Nc1nccs1)c1cccc(F)c1)NCC1CCCO1 (configuration not stated)
→ -0.1	-20	4	12&0	7	2[fluorescence artefact?]	15&6	-5	8
CC(/C=C/c1ccccc1F)=N\NC(=O)c1ccc(Cl)cc1
→ -0.1	-11	10	-21	6	-1	3	-6	-11
COC(C(=O)NNC(=O)Cc1ccc(Cl)cc1)c1ccccc1 (configuration not stated)
→ -1.4	8	nt	18	7	4	7	9	-34

(listing goes on)
The line under a structure holds: S1P4 agonist	S1P4 antagonist	NPY-Y1 antag	EP2 mod	p97 ATPase inh	eIF4E-4G inh	PGE2 EP2 inh	NPY1 pot ag	NPY-Y2 PAM-ag
CN(C)c1ccc(Cl)cc1N
→ -0.9	-3	6	16	2	5	3	0	3
O=C(OCC#CCSc1nnc(-c2ccncc2)o1)c1cccs1
→ -0.2	-25	4	-12	-2	17	4	6	-3
C=CCc1c(C)nc(SC)nc1Nc1ccc(C(C)=O)cc1
→ 0.9	2	2	25	-1	-4[fluorescence artefact?]	11	19	-4
COc1ccc(-c2nc(-c3ccccc3)nc(Cl)c2C#N)cc1
→ -1.1	-9	3	-4	3	6[fluorescence artefact?]	7	5	2
C=CCn1c(C)c(C(C)=O)c(N2CCOCC2)nc1=S
→ 1.1	-24	-6	5	3	5	11	-12	13
Cc1ccc(NC(=O)N2CCc3ccccc32)cc1
→ 1.2	-2	1	-24	-4	-4	2	-1	10
O=C(Nc1nnc(C2CC2)s1)C1=NN(C2CCS(=O)(=O)C2)C(=O)CC1 (configuration not stated)
→ -1.0	-6	-3	24	5	-1	1	1	13
O=C(O)CCC(=O)N1CCN(c2nc(-c3ccccc3Cl)c3cc(Br)ccc3n2)CC1
→ 6.8	-1	8	33	-2	-1	18	-30	-13
CCCS(=O)(=O)N1CCC(C(=O)NCCCN2CCC(Cc3ccccc3)CC2)CC1
→ -0.8	3	4	-10	1	3	-1	-24	1
C/C(=N\NC(=O)CN1CCN(S(=O)(=O)c2ccc(C)cc2)CC1)c1ccc(O)cc1
→ 0.1	-18	nt	8	6	3	8	9	-12
CCN(CC)CCn1c(SCC(=O)NCc2ccco2)nc2c(sc3ccccc32)c1=O
→ 0.3	1	1	-21	-6	-19	9	-7	-14
COCCNC(=O)CN1C(=O)CC(C)(C)S(=O)(=O)c2ccccc21
→ -2.5	-11	4	-16	1	3	12	5	18
CNC(=O)c1c(Cl)cnn1-c1ccc(C)cc1
→ -0.5	-6	4	-23	6	0	3	12	5
COC(=O)Cc1ccc(NC(=S)N2CCN(c3cccc(O)c3)CC2)cc1
→ 2.4	-23	-10	8	4	-5	5	-2	5
CSc1ncccc1C(=O)Nc1nc2ccc(S(C)(=O)=O)cc2s1
→ -0.6	-22	2	4	0	-1	6	5	3
CC(=O)N(Cc1ccco1)Cc1cc2cccc(C)c2n2nnnc12
→ 1.6	-6	2	-14	4	2	1	3	6
CCOc1ccc(C(=O)NC(C)(C)CC)cc1
→ 1.2	2	4	-21	1	-7	6	10	5
